GRIN3A LBD mod: modulators (binders) of human NR3A ligand-binding domain | AID 1259313 | NR3A LBD differential scanning fluorimetry, Tm shift; 0% = protein alone, 100% = glycine-bound protein | 340,000 tested, 2.5% active | Tm shift relative to glycine control, % at 25 µM;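 active = melting temperature shift of at least 10% of the positive control shift, at one fixed dose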
tim23-1 inh: inhibits growth of tim23-1 mutant yeast | inhibition, % at 20 µM | S. cerevisiae tim23-1 growth, BacTiter-Glo luminescence, 24 h | 330,000 tested, 1.3% active | AID 463212;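 active = growth inhibition of the mutant yeast at or above 50%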;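 also: temperature-sensitive mutant grown at 25 °C; plate controls were DMSO-treated mutant yeast for no effect and medium wells lacking yeast for full effect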
XBP1 UPR activ: adaptive UPR (XBP1) activation; CHO-XBP1 luciferase reporter, IRE1-XBP1 UPR activation, luminescence; percent of tunicamycin response, DMSO as zero; 330,000 tested, 0.33% active; activation, % at 20 µM; AID 463104;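 active = versus positive control, 20 µM dose yields 30% or more activation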;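 also: 100% = tunicamycin at 10 µg/mL and 0% = DMSO only wells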
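incubation = overnight seeding at 37 °C, 6 h compound treatment at 37 °C | assay system = CHO-XBP1 cells stably carrying IRE1-XBP1-driven luciferase reporter | input = 1000 cells per well | detection = luciferase luminescence | dosing = single point, 20 µM final compound, 1% DMSO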
UPR CHOP act: activators of apoptotic arm of unfolded protein response (CHOP); CHO-CHOP luciferase reporter, UPR activation, luminescence; percent of tunicamycin response over DMSO baseline; activation, % at 10 µM; 330,000 tested, 0.34% active;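 active = at 10 µM dose, activation of 40% or more, normalized to positive control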;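 also: 100% = tunicamycin at 10 µg/mL and 0% = DMSO alone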
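Evaluation: % reporter activation, DMSO baseline versus tunicamycin full activation; System: CHO-CHOP luciferase reporter cell line; Input: 500 cells/well; Incubation: 6 h compound treatment, 37 °C; Measured by: Steady-Glo luciferase luminescence; Dosing: one dose, 10 µM in 0.5% DMSO; Buffer or medium: F12 medium, 10% FBS; Benchmarks: positive tunicamycin 10 µg/mL, negative DMSO alone.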
TIM10 inh: inhibits growth of TIM10 yeast strain; S. cerevisiae TIM10 strain growth, BacTiter-Glo luminescence, 24 h; inhibition, % at 10 µM; 330,000 tested, 1.4% active; AID 463195;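 active = inhibition of 40% or more at the single tested concentration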;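 also: wild-type TIM10 isogenic control strain grown at permissive 25 °C; 0% = DMSO yeast wells and 100% = minimal medium wells without yeast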
Mdm2 MdmX PPI: inhibitors of human Mdm2/MdmX interaction | O15151+Q00987 | SaOS-2 split-luciferase Mdm2/MdmX complementation, luminescence | inhibition, % at 8 µM | 330,000 tested, 3% active | AID 485346;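 active = inhibition of at least 50% at 8 µM in the primary screen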
Target sequence (O15151 whole entry, looked up): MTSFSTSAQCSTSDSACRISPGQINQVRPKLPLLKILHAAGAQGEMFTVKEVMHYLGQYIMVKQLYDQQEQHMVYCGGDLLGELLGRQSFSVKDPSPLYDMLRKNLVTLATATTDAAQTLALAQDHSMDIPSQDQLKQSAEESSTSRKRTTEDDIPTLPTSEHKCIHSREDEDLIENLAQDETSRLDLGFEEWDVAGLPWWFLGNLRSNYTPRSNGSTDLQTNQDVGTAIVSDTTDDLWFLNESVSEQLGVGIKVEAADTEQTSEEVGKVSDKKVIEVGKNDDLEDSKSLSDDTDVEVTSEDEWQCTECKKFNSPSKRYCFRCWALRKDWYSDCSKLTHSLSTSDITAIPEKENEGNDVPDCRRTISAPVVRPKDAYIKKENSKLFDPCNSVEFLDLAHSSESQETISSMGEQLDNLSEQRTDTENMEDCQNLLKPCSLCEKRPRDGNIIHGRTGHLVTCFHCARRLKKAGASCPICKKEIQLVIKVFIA
Target sequence (Q00987 whole entry, looked up): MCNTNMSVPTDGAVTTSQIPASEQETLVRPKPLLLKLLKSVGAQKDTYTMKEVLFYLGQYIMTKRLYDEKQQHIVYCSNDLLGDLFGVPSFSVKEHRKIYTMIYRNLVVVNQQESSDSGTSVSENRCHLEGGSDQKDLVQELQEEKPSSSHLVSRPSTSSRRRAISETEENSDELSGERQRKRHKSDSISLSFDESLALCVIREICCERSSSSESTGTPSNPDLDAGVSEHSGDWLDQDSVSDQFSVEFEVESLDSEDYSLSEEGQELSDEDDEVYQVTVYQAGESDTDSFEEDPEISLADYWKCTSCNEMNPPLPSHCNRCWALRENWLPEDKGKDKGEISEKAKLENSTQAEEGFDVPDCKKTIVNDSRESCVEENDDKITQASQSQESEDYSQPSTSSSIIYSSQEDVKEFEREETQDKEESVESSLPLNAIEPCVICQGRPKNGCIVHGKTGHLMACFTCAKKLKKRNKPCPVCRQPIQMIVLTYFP
APJ agonist: activates the human apelin receptor APJ; AID 2520; CHO-K1 APJ PathHunter beta-arrestin, luminescence; 0% DMSO wells, 100% apelin; P35414; 330,000 tested, 0.11% active; activation, % at 20 µM;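 active = activation more than six SD over the plate average, tested at 20 µM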;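 also: 0% = DMSO alone and 100% = apelin-13 at 10 nM; some results filed as inactive read as strong as hits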
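Assay system: CHO-K1 cells stably expressing ProLink-tagged human APJ and arrestin–beta-gal acceptor. Compound dosing: 20 µM single point, 1% DMSO. Times: 16-18 h seeding, 90 min dark compound exposure, 60 min detection. Detection: beta-gal luminescence. Evaluation: APJ–arrestin association signal. Controls: negative DMSO alone, positive Apelin-13 at 10 nM.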
tim10-1 inh: growth inhibitors of tim10-1 mutant yeast | inhibition, % at 20 µM | AID 463190 | 330,000 tested, 2.2% active | S. cerevisiae tim10-1 ts strain growth, BacTiter-Glo, 24 h;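 active = inhibition of at least 40%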;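 also: mutant grown at 25 °C; 0% = DMSO wells with yeast and 100% = wells holding no yeast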
NALP3 yeast inh: blocks the NALP3 inflammasome reconstituted in yeast; Yeast reconstituted NLRP3/ASC/caspase-1, beta-gal luminescence, 24 h; inhibition, % at 10 µM; 330,000 tested, 0.39% active; AID 2825;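 active = inhibition of 50% or more; inactive = inhibition below 50%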;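 also: plate controls were induced DMSO wells for no effect and uninduced yeast grown without galactose for full effect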
Active calls of the source: *; nt = not tested or not shown.

SMILES | GRIN3A LBD mod | tim23-1 inh | XBP1 UPR activ | UPR CHOP act | TIM10 inh | Mdm2 MdmX PPI | APJ agonist | tim10-1 inh | NALP3 yeast inh
O=C(CS(=O)(=O)c1c[nH]c2ccccc12)N1CCCc2ccccc21 | -2 | 12 | 0 | -1.9 | 0 | -16 | -1 | 32 | 5
CC/C(=N\NC(=O)c1nnn(-c2nonc2N)c1-c1cccs1)c1ccccc1 | -2 | 13 | -5 | -2.6 | 1 | 11 | 7 | -12 | 9
N#Cc1ccc(NC(=O)CNc2cc(S(=O)(=O)N3CCOCC3)ccc2NCC2CCCO2)cc1 (stereo not given) | -1 | 0 | -3 | -0.6 | -2 | 6 | -3 | 11 | 5
Cc1cc(NC(=O)c2cc3ccccc3o2)cc(C)c1OCC(=O)N1CCOCC1 | 0 | 22 | -1 | 1.8 | 29 | -2 | 0 | 25 | 15
CC(C)NCCCCOc1cccc(Br)c1 | -1 | 3 | -1 | 3.6 | -1 | -15 | 0 | -4 | 11
O=C(O)c1cccnc1SCc1cn2cc(Br)ccc2n1 | -2 | -4 | -1 | -3.3 | -2 | -12 | 1 | 7 | 10
CC(C)C(NC(=O)C1CCCCC1)C(=O)N1CCN(c2ccc(F)cc2)CC1 (stereo not given) | -1 | 14 | -3 | -1.6 | 11 | 16 | -4 | 13 | 28
Cn1c(=O)[nH]c(NCCc2ccc(O)cc2)c([N+](=O)[O-])c1=O | 1 | -5 | -1 | 0.9 | -1 | -27 | 2 | -9 | 12
COc1ccc(C(C)=O)cc1COC(=O)c1cc(C)nc2ccccc12 | -4 | -5 | 1 | 0.2 | 11 | 8 | -2 | 16 | 30
O=C(O)c1cccc(-n2cccc2/C=N/O)c1 | 1 | 1 | -2 | 0.1 | -2 | 8 | -4 | 10 | 3
N#Cc1ccccc1S(=O)(=O)N1CCN(C(=O)C2CCC2)CC1 | 0 | -2 | -3 | -0.7 | -2 | -11 | 2 | 97* | 18
CCC(C)(C#CCN1CCCCC1)OC(C)=O (stereo not given) | 0 | 0 | -1 | -1.1 | -7 | -4 | -3 | -13 | 6
CC(C)(C)n1cn[nH]c1=S | -1 | 5 | -4 | -1.4 | 22 | -2 | 5 | -2 | 6
O=S(=O)(Nc1ccccc1Cl)c1ccc(NS(=O)(=O)c2cccs2)cc1 | -9 | 4 | -5 | 0.9 | 12 | 25 | -4 | -3 | 2
CCC(C)Sc1ccc([C@H]2N[C@@](Cc3ccccc3)(C(=O)OC)[C@H]3C(=O)N(CC)C(=O)[C@@H]23)cc1 (stereo not given in full) | -11 | 24 | -1 | -1.0 | 9 | 39 | -4 | 20 | 6

The last 7 records of the part above come first, to join the parts:
SMILES | GRIN3A LBD mod | tim23-1 inh | XBP1 UPR activ | UPR CHOP act | TIM10 inh | Mdm2 MdmX PPI | APJ agonist | tim10-1 inh | NALP3 yeast inh
COc1ccc(C(C)=O)cc1COC(=O)c1cc(C)nc2ccccc12 | -4 | -5 | 1 | 0.2 | 11 | 8 | -2 | 16 | 30
O=C(O)c1cccc(-n2cccc2/C=N/O)c1 | 1 | 1 | -2 | 0.1 | -2 | 8 | -4 | 10 | 3
N#Cc1ccccc1S(=O)(=O)N1CCN(C(=O)C2CCC2)CC1 | 0 | -2 | -3 | -0.7 | -2 | -11 | 2 | 97* | 18
CCC(C)(C#CCN1CCCCC1)OC(C)=O (stereo not given) | 0 | 0 | -1 | -1.1 | -7 | -4 | -3 | -13 | 6
CC(C)(C)n1cn[nH]c1=S | -1 | 5 | -4 | -1.4 | 22 | -2 | 5 | -2 | 6
O=S(=O)(Nc1ccccc1Cl)c1ccc(NS(=O)(=O)c2cccs2)cc1 | -9 | 4 | -5 | 0.9 | 12 | 25 | -4 | -3 | 2
CCC(C)Sc1ccc([C@H]2N[C@@](Cc3ccccc3)(C(=O)OC)[C@H]3C(=O)N(CC)C(=O)[C@@H]23)cc1 (stereo not given in full) | -11 | 24 | -1 | -1.0 | 9 | 39 | -4 | 20 | 6
CCN1CCCC(NC(=O)c2cc([N+](=O)[O-])ccc2OC)C1 (stereo not given) | -6 | -14 | -3 | -0.5 | -21 | -4 | -1 | -18 | 15
Oc1ccc(-c2[nH]ncc2-c2ccc(Br)cc2)c(O)c1 | 7 | -6 | 5 | 0.1 | -8 | 56* | 1 | -42 | 17
CN(C)CCCN(Cc1ccc2c(c1)OCO2)C(=O)NC1CCCCC1 | -2 | -8 | -2 | 1.1 | 2 | -24 | 0 | 2 | 3
O=C(CC1CCCCC1)N=C1SC2CS(=O)(=O)CC2N1c1ccccc1 (stereo not given) | 1 | 12 | -3 | -1.0 | -1 | -2 | -1 | 18 | 8
Cc1ccc(S(=O)(=O)N2CCCC2C(=O)NC2CCCCC2)cc1 (stereo not given) | -1 | 8 | -2 | -1.5 | 0 | 34 | -5 | 15 | 20
CC(CCN1CCN(CCO)CC1)c1ccccc1 (stereo not given) | -2 | 4 | -6 | -1.0 | 6 | 16 | -1 | -1 | 12
Cc1ccc(S(=O)(=O)N2CCC(C(=O)NC3CCCCC3C)CC2)cc1 (stereo not given) | -3 | 3 | -6 | 0.5 | 11 | -25 | 3 | 11 | -2
O=C1CC2C(=O)NCCN2C(=NC(=O)c2ccc(Cl)cc2)N1 (stereo not given) | -1 | 13 | 0 | 0.1 | 6 | 19 | 0 | 6 | 1
COc1ccc(CN2CCN(C(=O)CC(C)C)CC2)cc1OC | 0 | -1 | -3 | -1.9 | -2 | -3 | -2 | 2 | 8
CC1O[C@@H](O[C@H](C)CC/C=C/C(=O)O)C(O)C[C@H]1O (stereo not given in full) | -2 | 15 | -1 | 1.2 | -2 | -14 | -2 | 7 | 3
Cc1ccc(-n2c(C)cc(=O)cc2C)cc1[N+](=O)[O-] | 2 | 4 | 12 | -0.9 | 6 | 5 | -6 | -4 | -2
Nc1nnc(SCC(=O)OCC(=O)Nc2ccc(Br)cc2)s1 | 1 | -1 | -1 | 4.2 | 8 | -27 | 1 | 10 | -4
O=[N+]([O-])c1ccc(C2=Nn3c(Cn4nnc5ccccc54)nnc3SC2)cc1 | 0 | -3 | -1 | -1.7 | 16 | 27 | 4 | 5 | 6
COC(=O)C1(CCSC)NC(c2ccc(O)cc2)C2C(=O)N(c3ccc4c(c3)OCCO4)C(=O)C21 (stereo not given) | -2 | 5 | -1 | 0.2 | 2 | 1 | 2 | 4 | 1
N#Cc1ccc(C#Cc2ccc3oc4ccccc4c(=O)c3c2)cc1 | -1 | -4 | 6 | -0.9 | -1 | 67* | -1 | -3 | 3
Cn1ccc(C(=O)Nc2sc3c(c2C(N)=O)CCCCC3)n1 | 2 | 6 | -2 | -0.6 | -5 | -61 | -5 | 6 | 16
CN(C)C(CNC(=O)CCNC(=O)c1ccc(Cl)cc1)c1ccco1 (stereo not given) | 0 | 8 | -2 | 1.2 | 9 | -18 | -2 | -1 | 8
CCC1Oc2ccccc2N(CC(=O)Nc2ccc(OC)cc2OC)C1=O (stereo not given) | 0 | 5 | -1 | 2.1 | -21 | -12 | 0 | 10 | 15
Cc1ccc2ncccc2c1NS(=O)(=O)c1ccccc1 | 4 | 2 | -1 | 5.0 | -6 | 5 | 1 | 5 | 24
CCOC(=O)C1(CCC(C)C)CC(CSc2nc3ccccc3[nH]2)OC1=O (stereo not given) | -7 | 34 | -5 | -3.0 | 18 | 12 | 4 | 34 | 18
O=c1oc2ccccc2c(Nc2cc3ccccc3cc2O)c1[N+](=O)[O-] | 7 | -9 | -1 | 4.6 | 18 | -6 | -4 | 11 | 18
CC(=O)c1cccc(OCc2cc(C(=O)NC3CCN(Cc4ccccc4)CC3)no2)c1 | -3 | -1 | -3 | 0.2 | 8 | 17 | 2 | -6 | 27
Cc1ccc([N+](=O)[O-])cc1-c1[nH]c(-c2ccc(O)c(O)c2)nc1-c1ccccc1 | 6 | -10 | 6 | 16 | 9 | 33 | 0 | 28 | 4
O=C(Nc1ccccc1N1CCCCC1)c1ccc(-c2cccc(Cl)c2)o1 | -4 | 11 | 3 | 0.0 | 14 | -70 | 5 | 3 | 29
CSCCC(NC(=O)c1ccccc1Br)C(=O)NCC(C)(C)N1CCOCC1 (stereo not given) | 2 | -15 | -3 | 1.8 | -12 | 10 | -7 | -16 | 5
O=C(Nc1ccccc1N1CCCCC1)c1ccc2nccnc2c1 | 1 | 27 | 8 | -1.5 | 5 | 16 | -1 | 37 | 19
COc1ccc2c(c1)CN(C)S(=O)(=O)c1ccccc1-2 | 13* | 31 | 1 | 2.6 | 1 | 20 | nt | 20 | nt
CCCn1c(O)c(N=N)c2ccccc21 | 0 | -2 | 1 | -1.1 | 4 | -6 | 3 | -3 | 0
O=c1[nH]c(/C=C\c2ccc(O)c(O)c2)nc(O)c1[N+](=O)[O-] | 2 | 12 | -5 | -1.2 | -8 | 12 | -4 | 8 | 15
COc1cccc(NC(=O)c2cccnn2)c1 | -1 | -6 | 5 | -0.2 | -7 | -7 | -2 | 13 | 9
C=CCc1cc(/C=C/c2nc(O)c([N+](=O)[O-])c(=O)[nH]2)cc(OC)c1O | 1 | 19 | -1 | -0.9 | -11 | 8 | -2 | 27 | 5
CC1CCCCN1CC(=O)Nc1ccc2c(c1)OCO2 (stereo not given) | 3 | -5 | 0 | 0.7 | 0 | 16 | -5 | -16 | 21
CC(=O)Nc1ccc(NC(=O)C23CC4CC(C2)CC(n2cnc(Br)n2)(C4)C3)cc1 | 0 | 7 | 4 | 1.7 | 5 | 10 | -3 | 3 | -1
O=C(Nc1ccccc1C(=O)N/N=C/c1ccncc1)c1ccccc1 | 2 | 77* | 2 | 2.3 | 62* | 14 | 0 | 68* | -3
COc1ccc(C(=O)/C=C/C(=O)N(CC(=O)NC2CCCCC2)Cc2cccs2)c(O)c1 | 0 | 62* | -9 | -8.7 | 49* | 30 | -3 | 18 | 22

Printed as active in TIM10 inh, among the entries above:
| compound | GRIN3A LBD mod | TIM10 inh | Mdm2 MdmX PPI | NALP3 yeast inh |
| --- | --- | --- | --- | --- |
| O=C(Nc1ccccc1C(=O)N/N=C/c1ccncc1)c1ccccc1 | 2 | 62* | 14 | -3 |
| COc1ccc(C(=O)/C=C/C(=O)N(CC(=O)NC2CCCCC2)Cc2cccs2)c(O)c1 | 0 | 49* | 30 | 22 |

High-throughput results deposited in PubChem by Sanford-Burnham Center for Chemical Genomics.
